# Screening results as filed in PubChem.
# DAX1 inh-1: inhibits human nuclear receptor DAX1 | P51843 | HEK293 Gal4-DAX1 luciferase reporter, luminescence | inhibition, % at 6.75 µM | 0.99% of 340,000 active | AID 504766;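 active = inhibition above the mean over all tested compounds plus 3 SD, cut at about 4.2% in these data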;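 note: 0% = DAX1-transfected cells with DMSO and 100% = empty-vector control cells with DMSO; inhibition shows as a rise in luminescence from relieved DAX1 repression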
# ADAM10 inh: ADAM10 inhibition, QFRET primary screen | O14672 | recombinant ADAM10, EDANS/DABCYL FRET peptide cleavage, 3 h | inhibition, % at 7 µM | 0.62% of 370,000 active;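 active = inhibition above a per-campaign cutoff equal to the mean of compounds falling between control-based bounds plus 3 SD, cut at about 20% in these data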;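 note: 0% = DMSO wells while the 100% control is not disclosed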
# hcDAF12 agonist: H. contortus DAF-12 activation, primary screen. HEK293 hcDAF-12 lit1-tk-luc reporter, luminescence; 0% DMSO, 100% Δ7-dafachronic acid. activation, % at 6.8 µM. 1.4% of 370,000 active;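 active = activation above the mean of all tested compounds plus 3 SD, cut at about 5.5% in these data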;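 note: 100% = response to 3 µM Δ7-dafachronic acid high control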
# ssDAF12 agonist: activates DAF-12 receptor from parasite S. stercoralis; AID 652126; activation, % at 6.8 µM; 1% of 370,000 active; HEK293 ssDAF-12/GRIP1 lit1-tk-luc reporter, luminescence; % of 3 µM dafachronic acid response;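 active = activation above the mean over all tested compounds plus 3 SD, cut at about 0.9% in these data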;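 note: 0% = DMSO-only wells and 100% = 3 µM delta7-dafachronic acid wells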
# GAA850 FXN act: activators of GAA850 frataxin (FXN) promoter; HEK293 lucGAA850 FXN promoter luciferase reporter, 24 h; percent of 10 µM SAHA response; activation, % at 6 µM; 0.56% of 360,000 active;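 active = activation above the average of all compounds screened plus 3 SD, cutoff fixed separately per campaign, cut at about 7.5% in these data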;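 note: 0% = DMSO wells and 100% = 10 µM SAHA wells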
# HGIII-sPLA2 inh: Inhibits HGIII-sPLA2 liposome hydrolysis, primary screen; Q9NZ20; inhibition, % at 12.2 µM; QFRET BODIPY PC-A2 liposome hydrolysis, fluorescence; 0.56% of 370,000 active;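 active = inhibition above mean plus 3 SD of compounds lying within the high and low control bounds, cut at about 19% in these data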;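 note: 0% = median of test compound wells and 100% = no enzyme DMSO wells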
# hgDAF12 agonist: hgDAF-12 agonism, primary luciferase screen. HEK293 GAL4-hgDAF12 UAS-luciferase reporter, agonist luminescence; normalized to butyrate control. activation, % at 6.8 µM. 1.8% of 370,000 active. AID 687014;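 active = activation above a cutoff set at the mean of all screened compounds plus 3 SD, cut at about 10% in these data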;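 note: 0% = DMSO wells and 100% = sodium butyrate wells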
# DAX1 inh-2: DAX1 (NR0B1) inhibition, primary screen; inhibition, % at 6.8 µM; HEK293T StAR-luciferase reporter, SF-1/DAX-1 repression relief; 1.1% of 370,000 active; AID 652010;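 active = inhibition above the mean over all tested compounds plus 3 SD, cut at about 3.6% in these data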;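 note: 0% = DAX-1 cells with DMSO and 100% = cells lacking DAX-1 with DMSO; higher inhibition means more luminescence from relief of DAX-1 repression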
# SMARCA2 act: activators of SMARCA2 function; AID 652017; MG213 cells, MMTV-luciferase reporter, dexamethasone, overnight; 1% of 370,000 active; activation, % at 9.1 µM; in the data active = activation above about 7.8%;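 note: 0% = vehicle wells and 100% = reference activator wells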
# NPR2 activator: GC-B (human) receptor activation | HEK293-GC-B cells, CNP EC30, cGMP TR-FRET; 0% at EC30 CNP, 100% saturating CNP | AID 1920062 | 0.11% of 370,000 active | activation, % at 10 µM;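 active = activation at 10 µM reaching about 35% in either raw or pattern-adjusted values, limit read from the data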
# GC-A act: GC-A (human) enzyme activation | P16066 | HEK293 GC-A cells, cGMP TR-FRET, EC30 ANP; 0% at EC30 ANP, 100% saturating ANP | activation, % at 10 µM | 0.14% of 370,000 active | AID 1671463; in the data active = activation above about 40%
# Target sequence (P16066 whole entry, looked up): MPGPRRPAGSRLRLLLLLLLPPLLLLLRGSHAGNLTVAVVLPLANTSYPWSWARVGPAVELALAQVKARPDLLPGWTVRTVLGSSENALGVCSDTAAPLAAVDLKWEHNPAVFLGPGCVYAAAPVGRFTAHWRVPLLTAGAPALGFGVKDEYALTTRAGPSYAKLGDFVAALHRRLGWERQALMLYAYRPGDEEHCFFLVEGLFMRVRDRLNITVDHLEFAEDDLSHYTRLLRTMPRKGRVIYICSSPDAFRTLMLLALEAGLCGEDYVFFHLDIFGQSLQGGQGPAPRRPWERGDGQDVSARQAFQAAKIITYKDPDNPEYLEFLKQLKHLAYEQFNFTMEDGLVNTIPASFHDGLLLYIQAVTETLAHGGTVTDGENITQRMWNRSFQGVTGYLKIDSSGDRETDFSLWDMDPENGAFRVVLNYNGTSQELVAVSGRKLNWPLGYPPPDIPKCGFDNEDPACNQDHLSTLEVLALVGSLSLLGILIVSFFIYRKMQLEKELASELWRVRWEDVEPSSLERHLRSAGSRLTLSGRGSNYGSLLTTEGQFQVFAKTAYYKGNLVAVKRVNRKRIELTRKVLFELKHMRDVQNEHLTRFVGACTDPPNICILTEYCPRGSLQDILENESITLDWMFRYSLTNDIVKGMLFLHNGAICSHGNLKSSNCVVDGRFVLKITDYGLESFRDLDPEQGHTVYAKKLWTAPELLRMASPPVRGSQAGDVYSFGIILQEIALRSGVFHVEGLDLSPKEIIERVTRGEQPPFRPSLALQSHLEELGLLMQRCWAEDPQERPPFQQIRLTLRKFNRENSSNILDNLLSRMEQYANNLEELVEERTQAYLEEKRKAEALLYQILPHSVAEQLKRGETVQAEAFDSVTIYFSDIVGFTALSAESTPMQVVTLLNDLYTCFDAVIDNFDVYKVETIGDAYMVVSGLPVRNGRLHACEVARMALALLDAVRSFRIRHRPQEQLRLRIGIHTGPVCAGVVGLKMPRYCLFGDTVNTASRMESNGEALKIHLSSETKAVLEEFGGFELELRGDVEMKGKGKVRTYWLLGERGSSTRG
# Starred values were filed as active, the others as inactive; / = no result given.
SMILES,DAX1 inh-1,ADAM10 inh,hcDAF12 agonist,ssDAF12 agonist,GAA850 FXN act,HGIII-sPLA2 inh,hgDAF12 agonist,DAX1 inh-2,SMARCA2 act,NPR2 activator,GC-A act
COc1ccc(S(=O)(=O)NC(=O)C2(C)CCN2C(=O)C2CC2)cc1 (stereo not given),/,0,-1.1,-1.5,2.7,-1,-1.6,1.3,1,-1,6
O=C(NCCCCNC(=O)c1ccco1)c1ccco1,-0.3,-6,-0.6,-0.7,2.3,3,-0.4,1.0,-1,4,-5
Cc1ccc(C(=O)CN2C(=O)NC3(CCCCC3C)C2=O)s1 (stereo not given),1.2,-15,0.2,-0.6,0.2,10,-0.9,-0.6,-1,0,2
O=C(CCS(=O)(=O)c1cccc2nonc12)N1CCCc2ccccc21,-0.1,5,1.9,-0.1,3.2,1,0.8,-0.6,1,6,0
CC1(C(=O)NS(=O)(=O)c2ccccc2)CCN1C(=O)Cc1cccc2ccccc12 (stereo not given),/,-5,-0.6,-1.4,1.4,-5,-1.6,-0.2,3,-3,1
CCn1cc(C(=O)NCc2cccnc2)c2cc(OC)c(OC)cc2c1=O,1.9,-2,-1.4,-0.2,2.4,3,-1.7,-1.0,3,2,3
CC1(C)CC(c2nc(-c3ccc(Br)cc3)cs2)CCS1 (stereo not given),-1.4,-12,-0.7,-1.5,0.9,7,-3.7,-0.2,-2,-3,-1
Cc1nc(NC(=O)C(C)(C)C)sc1-c1nc(N)sc1-n1cc(-c2ccccc2)nn1,/,5,0.7,-0.4,/,3,-3.6,-0.5,8,10,2
NC(=O)c1c(NC(=O)C2CCCO2)sc2c1CCC2 (stereo not given),0.1,-17,-1.6,-2.1,1.5,-1,-0.8,-0.2,0,0,2
COc1ccc(NC(=O)CSc2nc3ccsc3c(=O)n2Cc2ccccn2)c(OC)c1,-1.3,-3,-0.2,-0.3,4.0,2,1.3,-0.9,3,3,0
O=C(O)CC(Cc1ccccc1)c1ccc2c(c1)OCO2 (stereo not given),-0.4,-4,-1.5,-1.1,-1.2,6,1.0,-0.1,4,3,-3
Cc1cccc(-c2c3c(=O)n(C)c(=O)n(C)c3cn2C2CCCCC2)c1,0.6,3,-0.3,-1.5,-0.1,2,-2.2,-0.7,1,-2,-3
CSc1nc(C)c(Cc2c(F)cccc2Cl)c(=O)[nH]1,2.1,-4,-0.3,-1.2,-0.7,8,0.5,-0.3,-4,0,1
COc1ccccc1Nc1nnc(SCC(=O)N2CC(=O)Nc3ccccc32)s1,0.9,-8,1.0,-2.0,3.3,11,3.0,0.2,-3,3,-5
CN(O)C(=O)Nc1ccc([N+](=O)[O-])cc1,3.1,1,-0.9,-1.1,3.0,-10,-3.3,-0.3,5,2,0
C#CCOCCOCCOCCNc1nc(N2CCOCC2)nc(N2CCN(C(=O)[C@H](CCC(=O)O)n3cc(C(N)CO)nn3)CC2)n1 (stereo not given in full),/,-20,0.3,-1.5,/,19,5.9,/,/,-2,0
CCOc1nc2cccc(C(=O)O)c2n1Cc1ccc(-c2ccccc2-c2nn[nH]n2)cc1,/,-9,-1.6,-1.1,/,2,-3.5,-0.8,-3,-4,1
CCN(CC)c1ncnc2c1cnn2C,0.1,-3,-1.6,-1.7,3.5,8,1.4,0.3,-2,3,3
O=C(Nc1nccs1)c1ccc(COc2ccccc2)o1,2.7,-3,2.0,-0.4,5.9,4,11*,1.5,4,3,3
CC(C(=O)NCCCN1CCOCC1)n1cccc1C(=O)c1ccccc1 (stereo not given),0.3,12,-0.3,-1.3,2.4,-2,0.3,-0.2,2,2,0
O=C1CCCN1CCC(=O)N1CCCC(CO)(Cc2ccccc2)C1 (stereo not given),1.9,-2,2.8,0.3,4.6,7,6.8,0.5,5,-2,5
NNC(=S)NCCc1ccccc1,-0.5,5,-1.1,-1.6,2.4,1,3.1,-0.4,-4,2,-1
O=S(=O)(c1cccs1)N1CN(Cc2ccccc2)c2nc3ccccc3nc21,0.2,-39,0.7,-1.1,2.0,-13,1.2,0.0,-4,-5,6
CCCOc1ccc(/C(O)=C2/C(=O)C(=O)N(CCCOC)C2c2cccnc2)cc1 (stereo not given),0.4,-2,0.6,-1.2,-1.7,9,0.1,0.4,0,8,13
COc1ccc(C(=O)Nc2cccnc2)cc1,-0.3,5,0.4,-1.0,1.6,1,5.9,1.1,1,-3,3
SMILES,DAX1 inh-1,ADAM10 inh,hcDAF12 agonist,ssDAF12 agonist,GAA850 FXN act,HGIII-sPLA2 inh,hgDAF12 agonist,DAX1 inh-2,SMARCA2 act,NPR2 activator,GC-A act
CC(=O)c1cc(-c2ccccc2)[nH]c1N1CCOCC1,0.6,-5,1.3,-0.5,0.6,0,4.1,-0.8,3,4,5
CCOc1cc(C(=O)N2CCC(CC3CC(c4ccccc4)=NO3)(C(=O)NCc3ccc(OC)cc3)CC2)cc(OCC)c1OCC (stereo not given),-1.6,6,-2.5,-1.8,-0.3,-22,-1.2,-0.1,0,4,-2
Oc1ccc2ccccc2c1CN1CCCC1,1.2,-47,3.2,-1.2,-0.6,-13,2.5,0.6,4,1,-8
Nc1nc(SCC(=O)Nc2cc(C(F)(F)F)ccc2Cl)[nH]c(=O)c1NC(=O)c1ccco1,0.2,-3,2.1,-1.3,1.7,-2,3.1,0.7,-2,5,2
CN1CCCN(C(=O)c2ccccc2Cl)CC1,0.2,9,-1.3,-1.0,-0.7,-3,0.2,0.0,3,0,0
Cc1cccc(NC(=O)CNC(=O)COc2cccnc2[N+](=O)[O-])c1C,0.2,-5,2.0,0.0,-1.4,1,-2.3,-1.5,1,3,-2
O=C1C2CCCN2C(c2cccc(F)c2)N1c1cccc(Cl)c1 (stereo not given),1.4,-5,-0.7,-0.9,2.2,-2,0.1,-0.4,2,-21,-13
COCCN(CC(=O)Nc1cccc(C)c1C)C(=O)c1ccc(-n2cccn2)cc1,-0.4,-6,-1.9,-1.1,1.0,-4,-3.6,1.4,1,-2,2
O=C(CSc1nc(O)c(Cc2ccccc2)c(=O)[nH]1)N1CCOCC1,2.6,-1,-0.7,-1.6,-0.3,0,-2.8,0.7,-1,1,2
CC(C)C[C@H]1CNC(=O)C(=O)N1CC1CCN(CC2CCC(C)CC2)CC1 (stereo not given in full),/,-10,1.5,-0.6,/,9,-0.6,0.4,-3,4,0
Cc1ccc(S(=O)(=O)CCC(=O)OCC(=O)NCC(=O)Nc2cccc(C)c2C)cc1,0.6,-8,-0.5,-1.0,-0.5,-1,-0.7,-0.2,-2,-4,0
NS(=O)(=O)c1cc(C(=O)O)cc(N2CCCC2)c1Oc1ccccc1,-0.5,-392,-2.6,-0.6,1.5,-8,-1.7,1.3,-1,1,3
O=C(NCc1ccc(F)cc1)c1ccc(CS(=O)Cc2ccccc2Cl)o1 (stereo not given),0.0,-1,-0.3,-1.7,-1.6,2,-1.9,-2.3,-1,-1,0
Cc1ccc(SCCNS(C)(=O)=O)cc1,-0.2,-5,1.6,-1.0,0.3,-1,0.2,-0.3,-1,3,5
Cc1nc2sc3c(c2c(=O)o1)CCCC3,0.3,-6,5.3,1.0*,-0.1,8,-1.1,-0.2,-2,-2,0
O=C(COC(=O)c1ccc2c(=O)n3c(nc2c1)CCC3)Nc1ccccc1F,-0.7,-12,0.9,-0.8,-0.5,9,0.5,0.0,0,-9,-2
NS(=O)(=O)c1ccc(CNC(=O)c2cc(-c3cccnc3)nc3ccc(Cl)cc23)cc1,-1.0,-31,-1.4,-1.2,-0.4,-10,-1.8,-1.8,-2,-4,-3
CCOC(=O)c1c(C)c(-c2ccccc2)n(CC(=O)NCCCN(CC)CC)c1C,0.8,-3,1.6,-1.9,1.5,1,4.6,0.7,-1,-13,-4
COc1cc(NS(=O)(=O)c2ccc(N)cc2)nc(OC)n1,-0.7,-9,-0.5,-1.0,-1.3,-2,7.3,-0.7,-6,-3,6
O=C1OCc2ccc(NS(=O)(=O)c3ccc(C(F)(F)F)cc3)cc21,/,-2,0.0,-1.2,-1.3,-14,-3.2,-0.1,1,8,1
CN(C)CCCN(C(=O)CCS(=O)(=O)c1ccccc1)c1nc2cc3c(cc2s1)OCO3,-0.4,-6,-3.5,-1.1,0.7,2,1.0,-2.1,-4,-10,-8
CC(=Nc1cccc(O)c1)c1sc2ccccc2c1O,2.9,3,3.5,1.5*,3.1,-13,7.9,2.1,14*,-1,0
Cc1cc(C)cc(Nc2ncc3c(n2)CCCC3=O)c1,-0.5,-8,4.7,0.0,0.5,8,10,3.9*,1,0,1
CSc1nsc(SCC(=O)Nc2nc3ccccc3s2)n1,2.4,0,4.4,-0.4,3.1,-40,3.5,0.0,2,-5,0
O=C(O)CC1(CC(=O)Nc2cccc(C(F)(F)F)c2)CCCC1,-1.4,2,1.6,0.2,2.2,-2,-0.4,-0.2,1,-2,-4
COc1ccccc1C(=O)N/N=C(\C)CC(=O)Nc1ccc(Cl)cn1,2.7,-110,6.6*,0.0,1.1,-8,5.3,2.5,1,-4,0
Cn1cnc(S(=O)(=O)N2CCc3ccccc32)c1,0.3,-6,-1.0,-1.2,-1.6,7,-0.2,-0.7,-1,3,-1
CCOC(=O)CSc1ccc2ccccc2n1,-0.2,-5,-0.2,-0.8,0.5,-4,1.0,0.8,-2,-3,1
CCOC(=O)c1ccc(-c2cccc(C(F)(F)F)c2)nc1C,1.9,2,1.0,-0.9,3.0,1,0.5,0.2,3,2,-6
COc1cc(/C=C/C(=O)N2CCCC2)cc(OC)c1OC,-0.5,-20,-1.5,-0.3,1.3,0,-1.6,-0.3,2,0,-3

# By substructure, the entries above containing a nitro group on carbon
SMILES,DAX1 inh-1,ADAM10 inh,hcDAF12 agonist,ssDAF12 agonist,GAA850 FXN act,HGIII-sPLA2 inh,hgDAF12 agonist,DAX1 inh-2,SMARCA2 act,NPR2 activator,GC-A act
CN(O)C(=O)Nc1ccc([N+](=O)[O-])cc1,3.1,1,-0.9,-1.1,3.0,-10,-3.3,-0.3,5,2,0
Cc1cccc(NC(=O)CNC(=O)COc2cccnc2[N+](=O)[O-])c1C,0.2,-5,2.0,0.0,-1.4,1,-2.3,-1.5,1,3,-2

# As entered above:
# CCOC(=O)c1c(C)c(-c2ccccc2)n(CC(=O)NCCCN(CC)CC)c1C in HGIII-sPLA2 inh shows 1
# Cc1cccc(NC(=O)CNC(=O)COc2cccnc2[N+](=O)[O-])c1C in NPR2 activator shows 3
# COc1ccccc1C(=O)N/N=C(\C)CC(=O)Nc1ccc(Cl)cn1 in hgDAF12 agonist shows 5.3
# COCCN(CC(=O)Nc1cccc(C)c1C)C(=O)c1ccc(-n2cccn2)cc1 in ADAM10 inh shows -6
# O=C(CSc1nc(O)c(Cc2ccccc2)c(=O)[nH]1)N1CCOCC1 in DAX1 inh-1 shows 2.6
# CN(C)CCCN(C(=O)CCS(=O)(=O)c1ccccc1)c1nc2cc3c(cc2s1)OCO3 in ADAM10 inh shows -6
# CCOc1cc(C(=O)N2CCC(CC3CC(c4ccccc4)=NO3)(C(=O)NCc3ccc(OC)cc3)CC2)cc(OCC)c1OCC (stereo not given) in ADAM10 inh shows 6

# An unsorted share of the library; overall some 6.6% were active at least once.
